CHT inh – inhibitors of human choline transporter CHT; B-score at 10 µM; AID 488975; CHT-expressing cells, membrane potential dye, choline response; active compounds read low; Q9GZV3; 310,000 tested, 0.86% active;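 active = B-score over 3 SD under the library average, and starting fluorescence ratio not unusually high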;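 note: choline stimulus applied at its EC90 after an EC20 pre-addition; B-score computed on integrated fluorescence ratio after choline addition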
Target sequence (Q9GZV3 whole entry, looked up): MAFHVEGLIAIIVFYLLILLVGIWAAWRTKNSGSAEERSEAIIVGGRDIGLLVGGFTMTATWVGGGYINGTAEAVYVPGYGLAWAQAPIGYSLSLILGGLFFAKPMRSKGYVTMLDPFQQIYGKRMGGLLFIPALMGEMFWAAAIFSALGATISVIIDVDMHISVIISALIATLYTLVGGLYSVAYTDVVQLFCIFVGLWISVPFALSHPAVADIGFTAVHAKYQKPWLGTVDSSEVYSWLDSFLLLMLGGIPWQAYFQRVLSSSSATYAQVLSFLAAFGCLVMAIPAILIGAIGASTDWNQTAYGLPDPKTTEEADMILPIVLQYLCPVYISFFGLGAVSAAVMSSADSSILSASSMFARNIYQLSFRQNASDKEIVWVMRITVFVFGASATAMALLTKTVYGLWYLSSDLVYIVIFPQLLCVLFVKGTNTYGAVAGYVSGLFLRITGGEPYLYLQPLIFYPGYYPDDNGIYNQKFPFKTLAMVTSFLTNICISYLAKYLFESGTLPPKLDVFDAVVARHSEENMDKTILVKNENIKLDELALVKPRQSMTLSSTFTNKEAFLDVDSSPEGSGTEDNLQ
An asterisk follows results filed as active; i = inactive.

| molecule | CHT inh |
| --- | --- |
| C[N+]1(C)C2CC(OC(=O)C(CO)c3ccccc3)CC1C1OC12 (centres undefined) | i |
| CCCN1CCC[C@H](c2cccc(O)c2)C1 | i |
| O=C(O)c1nonc1-c1nonc1C(=O)O | i |
| Cc1sc2ccccc2c1CC1=NCCN1 | i |
| CCCCc1ccc(C(=O)O)nc1 | i |
| CN1OCC2Cn3c(nc4ccccc43)C21 (centres undefined) | i |
| Cc1sc2ncn(CC(=O)NCCCC(=O)N3CCC4(CC3)OCCO4)c(=O)c2c1C | i |
| CC1(C)CC[C@]2(C)CC[C@]3(C)C4C[C@@H]5OO[C@@]6(O5)C(CCCC6(C)C)[C@]4(C)CC[C@@]3(C)C2C1 (some centres undefined) | i |
| N[C@@H]1C[C@H]1c1ccccc1 | i |
| CCS(=O)(=O)Nc1cccc(C(=C2CCCCC2)c2cnc[nH]2)c1 | i |
| O=C(NCNC(=O)NC1C(=O)NC(=O)N1CO)NC1C(=O)NC(=O)N1CO (centres undefined) | i |
| NCc1cc(=O)[nH]o1 | i |
| CC(=O)O[C@H]1C[C@@H]2CC[C@@H]3[C@H](CC[C@]4(C)C(=O)CC[C@@H]34)[C@@]2(C)C[C@@H]1OC(C)=O | i |
| CCC1(c2cccc(O)c2)CCCCN(C)C1 (centres undefined) | i |
| C[C@@H]1O[C@@H](O[C@@H]2C=C3CCC4C(CC[C@]5(C)[C@@H](c6ccc(=O)oc6)CC[C@]45O)[C@@]3(C)CC2)[C@H](O)[C@H](O)[C@H]1O (some centres undefined) | i |
| Cc1c(C(=O)N2CCC3(CC2)OCCO3)sc2ncnc(N3CCN(c4ccccn4)CC3)c12 | i |
| CC1=NN=C(c2ccc(N)cc2)c2cc3c(cc2C1)OCO3 | i |
| C[C@@H]1CN(C2CCC(C#N)(c3ccc(F)cc3)CC2)CC[C@]1(C(=O)O)c1ccccc1 (some centres undefined) | i |
| COc1ccc(/C=C2/C(=O)NC(=S)N(C3CC3)C2=O)cc1CN1C(=O)c2ccccc2C1=O | i |
| COc1cc2c(cc1OC)C(C)NCC2 (centres undefined) | i |
| CN(C(=O)Cc1ccc(Cl)c(Cl)c1)C(CN1CCCC1)c1cccc(OCC(=O)O)c1 (centres undefined) | i |
| C[C@]12CCC(=O)C[C@H]1CC[C@@H]1[C@@H]2CC[C@]2(C)[C@@H](O)CC[C@@H]12 | -5.31* |
| COc1cc(C(O)CN)ccc1O (centres undefined) | i |
| C=C(C)[C@@H]1C2C(=O)O[C@H]1[C@H]1OC(=O)[C@@]34OC3C[C@]2(O)[C@@]14C (some centres undefined) | i |
| C[C@]12CC[C@H]3[C@@H](CC[C@]4(O)C[C@@H](O)CC[C@]34C=O)[C@@]1(O)CC[C@@H]2C1=CC(=O)OC1 | i |
| OC[C@H]1O[C@@H](n2cnc3cc(Cl)c(Cl)cc32)[C@H](O)[C@@H]1O | i |
| O=C1C=C2C=C[C@@H]3CC2(O1)[C@H]1CCCCN31 | i |
| C=C1[C@H]2CC[C@H]3[C@]4(C)C[C@H](O[C@H]5O[C@H](CO)[C@@H](OS(=O)(=O)O)[C@H](OS(=O)(=O)O)[C@H]5OC(=O)CC(C)C)C[C@@H](C(=O)O)[C@H]4CC[C@]3(C2)[C@H]1O | i |
| COc1c2c(cc3c1OCO3)CCN(C)C2 | i |
| CC1CCN(S(=O)(=O)c2ccc(NN=C(C#N)C#N)cc2)CC1 | i |

Structures shown so far that have an aryl methoxy group (4):
| molecule | CHT inh |
| --- | --- |
| COc1ccc(/C=C2/C(=O)NC(=S)N(C3CC3)C2=O)cc1CN1C(=O)c2ccccc2C1=O | i |
| COc1cc2c(cc1OC)C(C)NCC2 (centres undefined) | i |
| COc1cc(C(O)CN)ccc1O (centres undefined) | i |
| COc1c2c(cc3c1OCO3)CCN(C)C2 | i |

Reformatted field by field: four of the compounds above.
C[C@]12CC[C@H]3[C@@H](CC[C@]4(O)C[C@@H](O)CC[C@]34C=O)[C@@]1(O)CC[C@@H]2C1=CC(=O)OC1
  CHT inh: i

OC[C@H]1O[C@@H](n2cnc3cc(Cl)c(Cl)cc32)[C@H](O)[C@@H]1O
  CHT inh: i

O=C1C=C2C=C[C@@H]3CC2(O1)[C@H]1CCCCN31
  CHT inh: i

C=C1[C@H]2CC[C@H]3[C@]4(C)C[C@H](O[C@H]5O[C@H](CO)[C@@H](OS(=O)(=O)O)[C@H](OS(=O)(=O)O)[C@H]5OC(=O)CC(C)C)C[C@@H](C(=O)O)[C@H]4CC[C@]3(C2)[C@H]1O
  CHT inh: i

Next records follow.
| molecule | CHT inh |
| --- | --- |
| O=[N+]([O-])c1cc([As](=O)(O)O)ccc1O | i |
| CC(=O)c1ccc2c(c1)C1C(Cl)C(Sc3ccccc3[N+](=O)[O-])CC1C(C(=O)O)N2 (centres undefined) | i |
| CN1CCc2cccc(Cl)c2CC1 | i |
| C/C(=C/C=C/[C@@H](C)C(=O)O)[C@H]1CN[C@H](C(=O)O)[C@H]1CC(=O)O | i |
| C=CCc1ccc(OC)cc1 | i |
| O=c1cccc2n1CC1CNC[C@H]2C1 | i |
| Cc1ccc(S(=O)(=O)N(C)N=O)cc1 | i |
| c1ccc2c(CNC3CCCCCC3)c[nH]c2c1 | i |
| O=C(O)c1cc[c]([Hg][Cl])cc1 | -6.1* |
| CC(=O)O[C@H]1CC[C@@]2(C)C(=CC[C@@H]3[C@@H]2CC[C@]2(C)C(=O)CC[C@@H]32)C1 | i |
| Cc1cccc(-n2c(CN3C(=O)c4ccccc4C3=O)nc3ccccc3c2=O)n1 | i |
| COc1ccc2[nH]c3c(c2c1)CCNC3 | i |
| CC1(C)C(c2ccccc2)=NC(c2cccnc2)=[N+]1[O-] | i |
| O=C1NC(=O)N(c2ccccc2F)C(=O)/C1=C/c1ccc(Sc2nc3ccccc3[nH]2)o1 | i |
| Fc1ccccc1N1CCN(Cc2ccc3c(c2)OCO3)CC1 | i |

Compounds listed so far that contain a nitro group on carbon (2):
| molecule | CHT inh |
| --- | --- |
| O=[N+]([O-])c1cc([As](=O)(O)O)ccc1O | i |
| CC(=O)c1ccc2c(c1)C1C(Cl)C(Sc3ccccc3[N+](=O)[O-])CC1C(C(=O)O)N2 (centres undefined) | i |

By substructure, the entries above with an aryl thioether with sulfur outside any ring (2)
| molecule | CHT inh |
| --- | --- |
| CC(=O)c1ccc2c(c1)C1C(Cl)C(Sc3ccccc3[N+](=O)[O-])CC1C(C(=O)O)N2 (centres undefined) | i |
| O=C1NC(=O)N(c2ccccc2F)C(=O)/C1=C/c1ccc(Sc2nc3ccccc3[nH]2)o1 | i |

Compound activity deposited in PubChem BioAssay by Johns Hopkins Ion Channel Center.

Some of the compounds tested. The share of hits here may be higher or lower than overall.
